High-throughput results: PubChem, NCI
NCI-60 one-dose screen, 48 h, at 10 µM unless noted. Numbers give growth in % (100 = growth as untreated, 0 = no growth, -100 = all killed).
HT29: HT29 colon cancer; hit rate 7.4% among 81,000; AID 1794748
HCT-15: HCT-15 colon cancer. hit rate 5.2% among 82,000. AID 1794746
HCC-2998: HCC-2998 colon cancer. AID 1794799. hit rate 4.7% among 79,000
SN12C: SN12C renal cancer cells. hit rate 3.8% among 81,000
SW-620: SW-620 colon cancer | hit rate 5.2% among 82,000
TK-10: TK-10 renal cancer cells; hit rate 3.9% among 81,000; AID 1794769
786-0: 786-0 renal cancer cells; hit rate 5.1% among 81,000
HCT-116: HCT-116 colon cancer. hit rate 7.3% among 82,000. AID 1794798
UO-31: UO-31 renal cancer; hit rate 5.2% among 81,000; AID 1794768
The depositor's hits bear a star; / = no result given; & = joins results of further samples; ! = not confirmed by another sample. Rule for the calls: active = growth percent below 10; inactive = the rest.

smiles	HT29	HCT-15	HCC-2998	SN12C	SW-620	TK-10	786-0	HCT-116	UO-31
O=C1Nc2ccccc2C2/C(=C(/I)C3=CCCCC3)CCCN12 (stereo not given)	109	108	109	102	99	109	110	99	81
COc1cccc(NC(=O)c2cccc(-c3cc(=O)c4c(O)c(OC)c(OC)cc4o3)c2)c1	84	74	104	81	82	94	86	69	58
Fc1ccccc1-n1c(SCCc2c[nH]c3ccccc23)nnc1-c1ccncc1	104	86	111	92	105	97	87	92	60
CCN1C(=O)S/C(=C\c2ccc(Cl)c(Cl)c2)C1=O	100	106	99	95	101	120	98	96	72
Cc1cc(C)n(C2=NC(c3cccc([N+](=O)[O-])c3)c3sc4ccc(Cl)cc4c3N2)n1 (stereo not given)	103	101	120	94	104	113	106	94	57
Cc1cccc[n+]1CC(=O)c1ccc2ccccc2c1	105	105	110	98	104	/	93	92	80
CCOC(=O)CCCCCCCCC(C)Br (stereo not given)	102	106	96	102	93	107	108	104	84
Nc1ncnc2c1N=C(c1ccc(Cl)cc1)CC(c1cccc(Nc3ccnc4cc(C(F)(F)F)ccc34)c1)N2 (stereo not given)	36	42	71	78	64	93	60	35	49
COc1ccc(C(=O)/C=C/c2ccccc2[N+](=O)[O-])cc1S(N)(=O)=O	126	111	113	104	111	111	107	106	84
Cn1nc(Nc2ccccc2)c(C(=O)NN)c1N	103	98	107	97	100	118	109	113	82
O=C1CCC(C(=O)N/N=C/C(=O)c2ccccc2)N1 (stereo not given)	107	97	107	100	103	96	98	100	85
O=C1[C@H]2Cc3c([nH]c4ccccc34)[C@@H](c3c(Cl)cccc3Cl)N2C(=O)CN1C1CCN(Cc2ccccc2)CC1	9.4*	26	102	73	44	46	-58*	-1.5*	76
Cc1cc2c(cc1C)C(=O)C(Br)=C(N)C2=O	42	78	100	95	109	120	93	64	102
COc1cc(-c2nc3sccn3c2-c2ccnc(NCCNS(=O)(=O)c3ccc(Cl)cc3)n2)ccc1F	23	21	67	37	51	55	62	21	6.9*
CCN1CCOC1=O	104	88	105	107	105	/	99	95	82
Cc1nc(C(=O)O)c(C)c(=O)[nH]1	96	101	100	106	119	89	102	105	83
CCCCCCCCCCCCSC(=NC)NC	2.6*	-29*	-35*	60&39	-25*!	71&62	-24*!	1.9*!	50&35
Clc1ccc(/C=N\N2CCCCCC2)c(Cl)c1	104&106	107&112	103	103&98	107&111	121&92	94&109	101&105	101&79
CNC(=O)c1cc(N2CCc3cc(NC(=O)c4ccc(N5CCOCC5)c(C(F)(F)F)c4)ccc32)ccn1	39	31	103	75	89	145	50	49	68
COc1ccc(C2CC(c3ccccc3)=NN2C(=O)c2ccc(S(N)(=O)=O)cc2)cc1 (stereo not given)	109	90	108	98	100	121	103	90	71
CCN(CC)CCSCCNc1ccnc2cc(Cl)ccc12	75	93	106	95	97	102	92	72	79
COc1cc(/C=C/C(=O)c2ccc(NC(=O)CN3C(=O)NC(C)(c4ccccc4)C3=O)cc2)cc(OC)c1OC (stereo not given)	-2.4*	12	10	11	8.1*	99	28	-70*	74
Cn1ccnc1C(=O)/C=C/c1ccc(C(=O)Nc2ccc(S(F)(F)(F)(F)F)cc2)cc1	12	3.6*	5.7*	7.1*	12	49	16	3.6*	29
Cc1ccc(N=C=S)cc1Cl	101	102	38	104	93	113	95	94	75

In another format: entries from further up.
> Clc1ccc(/C=N\N2CCCCCC2)c(Cl)c1
- HT29: 104&106
- HCT-15: 107&112
- HCC-2998: 103
- SN12C: 103&98
- SW-620: 107&111
- TK-10: 121&92
- 786-0: 94&109
- HCT-116: 101&105
- UO-31: 101&79

> CNC(=O)c1cc(N2CCc3cc(NC(=O)c4ccc(N5CCOCC5)c(C(F)(F)F)c4)ccc32)ccn1
- HT29: 39
- HCT-15: 31
- HCC-2998: 103
- SN12C: 75
- SW-620: 89
- TK-10: 145
- 786-0: 50
- HCT-116: 49
- UO-31: 68

> COc1ccc(C2CC(c3ccccc3)=NN2C(=O)c2ccc(S(N)(=O)=O)cc2)cc1 (stereo not given)
- HT29: 109
- HCT-15: 90
- HCC-2998: 108
- SN12C: 98
- SW-620: 100
- TK-10: 121
- 786-0: 103
- HCT-116: 90
- UO-31: 71

> CCN(CC)CCSCCNc1ccnc2cc(Cl)ccc12
- HT29: 75
- HCT-15: 93
- HCC-2998: 106
- SN12C: 95
- SW-620: 97
- TK-10: 102
- 786-0: 92
- HCT-116: 72
- UO-31: 79

Other entries:
smiles	HT29	HCT-15	HCC-2998	SN12C	SW-620	TK-10	786-0	HCT-116	UO-31
O=c1cc(Cn2cnn(-c3ccccc3)c2=O)c2ccc3ccccc3c2o1	100	95	105	101	94	96	97	89	79
O=C(NNc1nc2cc(F)c(F)cc2n2c(CN3CC4CNCC4C3)ccc12)c1ncccn1 (stereo not given)	23	20	25	26	23	16	9.8*	12	14
CCCCCCc1nc2nc(Cl)c(Cl)nc2[nH]1	77	57	61	61	88	77	66	57	53
CCOC(=O)c1c2c(cn1Cc1ccccc1)-c1oncc1CC2	111	105	111	76	103	77	84	91	49
O=c1cc(Cn2cc(CSc3nc4cc(Cl)ccc4o3)nn2)c2c(ccc3ccccc32)o1	112	104	111	100	103	125	105	107	80
CN1CCN(C(=O)Nc2ccc(Cl)cc2)CC1	123	116	117	102	108	107	102	117	103
O=C1c2cccc3cccc(c23)C(=O)N1CCCCCN1CCN(CCCCCOc2ccc(-c3nc4ccc(N5CCOCC5)cc4[nH]3)cc2)CC1	44	80	/	108	17	106	109	73	4.0*
CC(=O)c1c(/C=C/c2ccccc2)c2ccccc2[nH]c1=O	115	100	110	97	104	99	101	100	76
CC1(C(C)(O)c2ccc(F)cc2)CC1 (stereo not given)	111	99	116	99	102	114	101	106	91
C=C(C)[C@@H]1CC[C@]2(c3nnc(-c4ccncc4)o3)CC[C@]3(C)[C@H](CC[C@@H]4[C@@]5(C)CCC(=O)NC(C)(C)[C@@H]5CC[C@]43C)[C@@H]12	100	100	103	92	103	143	96	89	77
CCCNC(=S)NC	107	104	94	99	107	112	112	118	84
CCN(CC)CCOC(=O)c1ccc(NC(=O)OCCCCCCCCCCOC(=O)Nc2ccc(C(=O)OCCN(CC)CC)cc2)cc1	95	100	93	98	106	101	69	90	91

A draw from above in order of number of heavy atoms, smallest number first.
smiles	HT29	HCT-15	HCC-2998	SN12C	SW-620	TK-10	786-0	HCT-116	UO-31
Cc1cc2c(cc1C)C(=O)C(Br)=C(N)C2=O	42	78	100	95	109	120	93	64	102
Clc1ccc(/C=N\N2CCCCCC2)c(Cl)c1	104&106	107&112	103	103&98	107&111	121&92	94&109	101&105	101&79
CCCCCCCCCCCCSC(=NC)NC	2.6*	-29*	-35*	60&39	-25*!	71&62	-24*!	1.9*!	50&35

(more compounds)
Each structure is followed by: HT29 | HCT-15 | HCC-2998 | SN12C | SW-620 | TK-10 | 786-0 | HCT-116 | UO-31
COC(=O)CN/C(CCCOC(=O)Nc1cccc(Cl)c1)=C(/C#N)c1nc2ccccc2c(=O)[nH]1
 : 113 | 105 | 102 | 100 | 101 | 102 | 98 | 92 | 110
CC1(C)CC[C@]2(C(=O)N3CCOCC3)CC[C@]3(C)C(=CC(=O)[C@@H]4[C@@]5(C)CCC(=O)C(C)(C)[C@@H]5CC[C@]43C)[C@@H]2C1
 : 97 | 101 | 108 | 100 | 107 | 113 | 102 | 103 | 99
COc1cc2ccccc2cc1C(=O)NC(=S)Nc1ccc(-c2nc3ccccc3o2)cc1
 : 100 | 95 | 96 | 85 | 79 | 107 | 91 | 82 | 79
O=C1/C(=C/c2ccccc2O)N=C2SCCCN12
 : 103 | 97 | / | / | 89 | 109 | 99 | 96 | 84
O=c1[nH]c(=S)[nH]cc1Cc1ccccc1
 : 102 | 103 | 89 | 94 | 108 | 91 | 94 | 90 | 83
CN1CCN(/C(=N\c2sc(-c3ccccc3)nc2-c2ccccc2)c2ccccc2)CC1
 : 9.9* | 17 | 78 | 83 | 79 | 105 | 79 | 54 | 82
Cc1[nH]c(=O)[nH]c(=O)c1Cc1ccc(Cl)cc1
 : 102 | 100 | 107 | 93 | 101 | 94 | 103 | 105 | 88
COc1ccc(/C=C2\N=C(Nc3ccccc3)N(/N=C/N(C)C)C2=O)cc1
 : 107 | 99 | 111 | 101 | 99 | 143 | 107 | 95 | 61
CC12OC(CC(O)C1O)n1c3ccccc3c3c4c(c5c6ccccc6n2c5c31)C(=O)N(CCN1CCOCC1)C4=O (stereo not given)
 : 2.3* | 9.8* | 6.5* | 10 | 16 | -11* | 1.9* | 14 | -9.9*
Nc1n[nH]c(CCCNc2ccccc2)c1-c1nc2ccccc2s1
 : 94 | 108 | 109 | 89 | 94 | 109 | 93 | 99 | 73
COc1cccc(NC(=O)Cn2cc3c(=O)oc4ccccc4c3n2)c1
 : 105 | 109 | 110 | 103 | 103 | 111 | 98 | 99 | 88
Fc1ccc(Cn2cc(CSc3nc4ccccc4o3)nn2)c(F)c1
 : 98 | 105 | 102 | 109 | 107 | 97 | 99 | 92 | 85
Cc1nc2ccc(CN(C)c3ccc(C(=O)N[C@@H](CCC(=O)O)C(=O)O)s3)cc2c(=O)[nH]1
 : 55 | 75 | 28 | 48 | 71 | 49 | 18 | 40 | 40
COc1ccc(-c2nc(SCCC(C)C)nc(N/N=C\c3cccc(Cl)c3)c2C#N)cc1
 : 83 | 82 | 92 | 42 | 54 | 47 | 43 | 33 | 49
O=C(CCCNC(=O)c1nc(-c2ccccc2)n(-c2ccccc2)n1)NO
 : 90 | 104 | 99 | 101 | 106 | 86 | 92 | 86 | 94
Cc1nnc(-c2cc(-c3cc4ccccc4o3)nn2-c2ccccc2)o1
 : 95 | 84 | / | 96 | 95 | 113 | 95 | 105 | /
COc1cc(-c2c3c(cn2Cc2ccccc2)-c2oncc2CCC3)cc(OC)c1OC
 : 82 | 69 | 106 | 95 | 92 | 114 | 95 | 69 | 62
Cc1nn2c(-c3nc4c(C)c(C)ccc4[nH]3)c(-c3ccccc3)nc2s1
 : 103 | 100 | 102 | 99 | 100 | 99 | 102 | 91 | 92
O=C(O)CCSc1ccccc1[N+](=O)[O-]
 : 107 | 95 | 106 | 100 | 100 | 102 | 103 | 101 | 92
Nc1nc(-c2cccc([N+](=O)[O-])c2)c(N=Nc2ccc(Cl)cc2)s1
 : 81 | 46 | 109 | 72 | 70 | 86 | 87 | 52 | 84
CCc1cc(OC(=O)N2CCN(CCC(C)(COC(C)(C)C)COC(C)(C)C)CC2)ccc1Nc1cc(-c2ccc(-n3cccn3)cc2)[nH]n1
 : 47 | 66 | 91 | 62 | 95 | 103 | 86 | 66 | 81
CN(C)CCOc1ccc(C(=O)C2[C@H](c3ccc(Cl)cc3)[C@@H](c3ccccc3)NC23C(=O)Nc2ccc(Cl)cc23)cc1 (stereo not given in full)
 : -94* | -92* | -92* | -94* | -87* | -97* | -94* | -91* | -100*
CC1CCC(=O)c2ccccc21 (stereo not given)
 : 105 | 111 | 105 | 99 | 101 | 109 | 102 | 106 | 71
COc1ccc(/C=N/NC(=O)N2CCN(c3cc4c(cc3F)c(=O)c(C(=O)O)cn4C3CC3)CC2)cc1
 : 102 | 101 | 103 | 96 | 104 | 98 | 111 | 105 | 84
O=C1c2cc(I)ccc2Oc2cc([N+](=O)[O-])ccc2N1c1ccc(F)cc1F
 : 81 | 54 | 95 | 92 | 83 | 100 | 90 | 62 | 77
NCCNc1ccnc2cc(Cl)ccc12
 : 97 | 91 | 94 | 95 | 88 | 78 | 98 | 89 | 76
O=C1CCC(N2Cc3c(CNC(=O)c4ccc(C(F)(F)F)cc4)cccc3C2=O)C(=O)N1 (stereo not given)
 : 92 | 96 | 103 | 99 | 98 | 72 | 99 | 103 | 71
O=C1/C(=C/c2ccc(N3CCN(Cc4ccccc4)CC3)cc2)Oc2cc(O)ccc21
 : 90 | 71 | 103 | 83 | 95 | 86 | 96 | 80 | 73
O=C(CNC(=O)OCc1ccccc1)NCC(=O)NC(Cc1c[nH]c2ccccc12)C(=O)O (stereo not given)
 : 100 | 96 | 107 | 99 | 105 | 101 | 98 | 104 | 69
Cn1c(=S)[nH]c2c(Cl)cc(Cl)cc2c1=O
 : 106 | 111 | 95 | 102 | 106 | 113 | 106 | 94 | 91
Cc1ccc(S(=O)(=O)O[C@@H]2C(=O)N(c3cc4c5ccccc5ccc4c4ccccc34)[C@H]2c2ccc(F)cn2)cc1
 : 94 | 104 | 89 | 97 | 99 | 107 | 102 | 103 | 87
